# NPY-Y2 PAM-ag: potentiates or activates human NPY-Y2 receptor; cells expressing NPY-Y2, potentiator/agonist read-out; activation, % at 3.6 µM; hit rate 0.45% among 220,000; AID 1359; in the data active = activation above about 27%;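 also: cells stimulated with NPY near EC25 plus isoproterenol at EC100; 0% = vehicle plus submaximal agonist and 100% = vehicle plus saturating agonist; some results beyond the cut were filed as inactive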
# Target sequence (P49146 whole entry, looked up): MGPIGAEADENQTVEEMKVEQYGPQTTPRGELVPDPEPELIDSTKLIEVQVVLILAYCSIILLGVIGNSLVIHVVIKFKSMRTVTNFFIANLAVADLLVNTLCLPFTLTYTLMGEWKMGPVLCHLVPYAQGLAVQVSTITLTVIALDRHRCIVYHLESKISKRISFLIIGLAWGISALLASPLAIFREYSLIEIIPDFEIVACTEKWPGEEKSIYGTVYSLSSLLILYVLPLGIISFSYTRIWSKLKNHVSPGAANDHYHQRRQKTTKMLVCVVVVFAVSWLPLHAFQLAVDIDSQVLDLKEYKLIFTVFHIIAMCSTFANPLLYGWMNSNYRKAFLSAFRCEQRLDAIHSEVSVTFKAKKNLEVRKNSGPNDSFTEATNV
# NPY-Y1 PAM-ag: potentiators or agonists of human neuropeptide Y receptor Y1; activation, % at 3.6 µM; hit rate 0.37% among 220,000; NPY-Y1 expressing cells, potentiator/agonist activation; P25929; AID 1304; in the data active = activation above about 33%, passing the limit was not always enough;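 also: cells stimulated with NPY at EC10 then isoproterenol at EC100; 0% = low agonist plus stimulus and 100% = saturating agonist plus stimulus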
# S1P4 antag: human S1P4 receptor antagonism; S1P4-expressing cells, antagonist mode, reporter read-out; inhibition, % at 4.98 µM; AID 1510; hit rate 0.26% among 220,000; O95977; in the data active = inhibition above about 29%;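 also: 0% = wells stimulated with agonist and 100% = vehicle wells without agonist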
# S1P4 agonist: agonists of human S1P4 receptor. O95977. hit rate 0.35% among 220,000. activation, % at 4.98 µM. S1P4-expressing cell line, agonist reporter assay; in the data active = activation above about 11%;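 also: 0% = DMSO vehicle and 100% = reference agonist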
# NCF1 inh: inhibitors of human p47phox binding; P14598; AID 1274; inhibition, % at 24.7 µM; hit rate 0.53% among 220,000; p47phox/p22phox peptide binding, fluorescence polarization, 2 h;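 active = inhibition above about 30%, limit read from the data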;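 also: 0% = p47phox with labelled peptide and 100% = labelled peptide alone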
# Target sequence (P14598 whole entry, looked up): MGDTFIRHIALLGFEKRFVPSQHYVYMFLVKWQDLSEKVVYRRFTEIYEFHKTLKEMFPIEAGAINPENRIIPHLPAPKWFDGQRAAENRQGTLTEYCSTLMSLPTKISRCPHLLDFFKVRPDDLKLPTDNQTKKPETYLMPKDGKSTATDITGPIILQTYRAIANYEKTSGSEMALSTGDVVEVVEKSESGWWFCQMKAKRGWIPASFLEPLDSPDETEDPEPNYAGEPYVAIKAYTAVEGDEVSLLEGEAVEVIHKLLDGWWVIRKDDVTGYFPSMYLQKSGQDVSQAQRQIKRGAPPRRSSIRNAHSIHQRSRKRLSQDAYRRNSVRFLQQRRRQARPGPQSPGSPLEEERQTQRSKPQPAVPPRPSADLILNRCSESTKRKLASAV
# BaF3 parental: counter-screen for JAK2V617F inhibitors: parental Ba/F3 viability inhibitors | CellTiter-Glo ATP luminescence | inhibition, % at 5.6 µM | hit rate 1.1% among 220,000 | AID 1486;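 active = inhibition above a per-campaign cutoff, the mean inhibition of all tested compounds plus 3 SD, cut at about 27% in these data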;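 also: 0% = DMSO wells and 100% = JAK Inhibitor I control wells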
# Ba/F3 V617F tox: loss of viability in JAK2V617F-driven Ba/F3 cells. hit rate 1.1% among 220,000. inhibition, % at 5.6 µM. Ba/F3 EpoR-JAK2V617F viability, ATP luminescence;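 active = inhibition above the campaign mean plus 3 SD over all tested compounds, cut at about 24% in these data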;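 also: cytokine-independent growth of Ba/F3 cells driven by EpoR plus mutant JAK2; 0% = DMSO-treated cells and 100% = JAK inhibitor I control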
# CHOP inhibitor: blocks CHOP induction under ER stress; CHO-K1 CHOP-promoter luciferase, tunicamycin-induced, 15-18 h; inhibition, % at 10 µM; hit rate 3.8% among 220,000; AID 2732;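 active = compounds that reduced the stress-induced luciferase reporter signal by more than about 70% of percent inhibition, limit read from the data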;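 also: 0% = tunicamycin plus vehicle and 100% = wells without tunicamycin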
# NPY Y1 blocker: blocks the human neuropeptide Y Y1 receptor. HEK293-CNG Y1 cells, membrane potential fluorescence; NPY at EC95, then isoproterenol. inhibition, % at 3.6 µM. hit rate 1% among 200,000. AID 1040;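 active = inhibition above the campaign mean inhibition of all tested compounds plus 3 SD, cut at about 20% in these data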;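 also: 0% = DMSO wells given NPY plus isoproterenol and 100% = isoproterenol alone without NPY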
#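 Material: Y1- and CNG-channel-expressing HEK293 cells / Probe or stimulus: NPY 25 nM then isoproterenol 1 µM plus Ro 20-1724 25 µM / Doses: 3.6 µM single dose, DMSO 0.4% / Schedule: compound incubation 1 h at room temperature, readout 45 min post-stimulation / Signal: membrane potential fluorescence / Benchmarks: isoproterenol-only wells as full block versus NPY-plus-isoproterenol wells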
# * marks the source's active call; other numbers are inactive results; nt = not tested or not shown. No enrichment for hits; overall some 7.1% were active at least once.
No.	SMILES	NPY-Y2 PAM-ag	NPY-Y1 PAM-ag	S1P4 antag	S1P4 agonist	NCF1 inh
1	O=C(Nc1ccc(Cl)cc1)Nc1ccc(N2CCC(C(F)(F)F)CC2)nc1	-11	-2	1	0.0	-14
2	CCOC(=O)c1cn(Cc2cccc(Cl)c2)nn1	3	8	-16	0.9	-7
3	CCOc1ccccc1Nc1nc(N)nc(CN2CCCCC2C)n1 (stereo not given)	-7	-11	9	1.1	-7
4	CCOC(=O)N1CCN(S(=O)(=O)c2ccc(C(=O)Nc3ccc(F)cc3F)cc2)CC1	-26	-20	-9	-1.3	0
5	COc1ccc(NS(=O)(=O)c2ccc(NC(=O)c3ccccc3Br)cc2)nn1	8	3	-11	0.7	-4
6	CCN1CCN(c2nc(-c3cccnc3)nc3ccccc23)CC1	5	-9	-32	1.3	-10
7	Cc1cc(/C=N/NC(N)=S)c(C)n1-c1ccc(Br)cc1	-16	-13	8	1.2	-9
8	O=C(CN1CCN(c2ccc(F)cc2)CC1)Nc1cccnc1Cl	-7	6	4	-0.2	-4
9	Cc1cccc(OCC(O)Cn2c(NCc3cccnc3)nc3c2c(=O)[nH]c(=O)n3C)c1 (stereo not given)	-4	2	1	2.6	-12
10	COc1ccc(C(=O)/C=C/c2ccc(OC(=O)c3cc(OC)c(OC)c(OC)c3)cc2)cc1	-5	-12	-4	-0.7	-10
11	OCCNCC(O)Cn1ccc2ccccc21 (stereo not given)	16	-4	4	-0.9	-4
12	O=C(COc1ccc2ccccc2c1Br)Nn1cnnc1	-51	-63	-5	3.6	-6

No.	BaF3 parental	Ba/F3 V617F tox	CHOP inhibitor	NPY Y1 blocker
1	1	-3	-2	nt
2	6	0	17	15
3	11	2	18	3
4	53*	54*	nt	30*
5	3	-3	-7	-2
6	3	6	-10	-2
7	14	10	-6	0
8	12	2	7	5
9	2	0	6	-1
10	3	-2	-46	-4
11	7	-2	29	1
12	6	6	-4	17

# Additional structures follow:
No.	SMILES	NPY-Y2 PAM-ag	NPY-Y1 PAM-ag	S1P4 antag	S1P4 agonist	NCF1 inh
13	COC(=O)c1sc2nc(-c3ccccc3)nc(N3CCN(C)CC3)c2c1C	-20	-82	-11	-1.3	-13
14	CC1CCCC(NC(=O)C2CCN(S(=O)(=O)N3CCCCCC3)CC2)C1C (stereo not given)	4	-8	-9	2.5	0
15	CCCn1c(=O)c2ccccc2n2c(SCCOc3ccccc3)nnc12	-3	6	11	-0.8	2
16	Clc1ccc(-c2nnc3n2-c2ccccc2SC3)cc1	-35	-13	-11	-0.8	-5
17	O=C(O)CSCc1cnn(-c2ccccc2)c1-n1cccc1	-14	-16	8	-0.1	-8
18	CCOC(=O)N1CCC(C(=O)Nc2ccc(OCC)cc2)CC1	8	18	-20	0.5	2
19	CCCCNC1=NCCS1	0	15	14	-0.9	-7
20	Cc1oncc1C(=O)NC(C)C	2	-4	-2	0.3	-2
21	COC(=O)C1=C(CSc2nc3c(cc2C#N)CN(C)CC3)OC(N)=C(C#N)C1c1ccc(F)cc1 (stereo not given)	-5	-10	-5	1.9	-11
22	Cc1ccc(Cl)cc1NS(=O)(=O)c1c(C)[nH]c(=O)[nH]c1=O	1	1	0	0.8	-9
23	CC1CCCCN1C/C=C/c1ccccc1[N+](=O)[O-] (stereo not given)	-4	11	2	2.2	-9
24	COCc1cc(=O)[nH]c(SCC(=O)Nc2ccccc2)n1	3	-6	-11	-1.9	-5

No.	BaF3 parental	Ba/F3 V617F tox	CHOP inhibitor	NPY Y1 blocker
13	4	0	-38	10
14	0	-3	23	5
15	4	-2	27	8
16	-2	2	7	nt
17	3	2	-34	10
18	4	-4	45	3
19	0	-6	-6	1
20	2	-2	8	3
21	0	-3	-27	-3
22	1	-1	21	6
23	-1	-2	39	2
24	-4	95*	-11	1

# Ordered by length of the SMILES (rising): part of the list above.
No.	SMILES	NPY-Y2 PAM-ag	NPY-Y1 PAM-ag	S1P4 antag	S1P4 agonist	NCF1 inh
19	CCCCNC1=NCCS1	0	15	14	-0.9	-7
17	O=C(O)CSCc1cnn(-c2ccccc2)c1-n1cccc1	-14	-16	8	-0.1	-8
13	COC(=O)c1sc2nc(-c3ccccc3)nc(N3CCN(C)CC3)c2c1C	-20	-82	-11	-1.3	-13
21	COC(=O)C1=C(CSc2nc3c(cc2C#N)CN(C)CC3)OC(N)=C(C#N)C1c1ccc(F)cc1 (stereo not given)	-5	-10	-5	1.9	-11

No.	BaF3 parental	Ba/F3 V617F tox	CHOP inhibitor	NPY Y1 blocker
19	0	-6	-6	1
17	3	2	-34	10
13	4	0	-38	10
21	0	-3	-27	-3

# Remaining list, next part.
No.	SMILES	NPY-Y2 PAM-ag	NPY-Y1 PAM-ag	S1P4 antag	S1P4 agonist	NCF1 inh
25	COc1cccc(NC(=O)Nc2cccn(Cc3ccc(C)cc3)c2=O)c1	-6	-3	-3	1.0	-6
26	CN(C)CCCN(C(=O)c1ccc(S(=O)(=O)N(C)C)cc1)c1nc2cc3c(cc2s1)OCO3	-4	-6	-4	0.1	-10
27	O=C(CCc1ccccc1)NNC(=S)NC(=O)c1ccc(Cl)cc1	5	-13	-8	-4.1	-6
28	C=CCN1C(=NC(=O)CCC)SC2CS(=O)(=O)CC21 (stereo not given)	-6	16	-10	0.3	-10
29	Cc1nc2c(-c3ccc(F)cc3)c(C)nn2c(C)c1CCC(=O)N1CCN(c2ccccn2)CC1	-6	-8	-14	1.3	-2
30	OC(CSc1ccc(F)cc1)CN1CCN(c2ccccc2)CC1 (stereo not given)	-1	-8	-16	0.1	-8
31	CC1(C)C2CCC1(C)C(OCCNCCOC(=O)Nc1ccccc1)C2 (stereo not given)	-20	14	-11	1.9	-8
32	COc1ccccc1CNC(=O)C1CCCN(S(C)(=O)=O)C1 (stereo not given)	1	13	-6	2.6	-9
33	c1ccc(CSc2ccc(-c3ccco3)nn2)cc1	-3	-9	7	2.1	-18
34	CN(C)C(=S)Nc1ccc2c(c1)OCO2	-11	1	4	0.0	23
35	CCOc1ccc(N(CC(=O)N2CCC(Cc3ccccc3)CC2)S(C)(=O)=O)cc1	-8	-12	-27	1.8	-4
36	O=C(Cn1nnc(-c2ccccc2)n1)N1CCN(S(=O)(=O)c2ccc(Cl)cc2)CC1	-8	28	-15	-0.2	-8

No.	BaF3 parental	Ba/F3 V617F tox	CHOP inhibitor	NPY Y1 blocker
25	0	-3	36	-6
26	11	1	11	11
27	0	-4	56	2
28	1	3	-8	-4
29	0	-5	35	5
30	2	0	32	9
31	-2	-1	2	nt
32	5	0	5	-1
33	7	-2	5	0
34	12	0	1	1
35	1	-2	18	7
36	4	1	46	-5

# Ordered by the number under NPY-Y1 PAM-ag (ascending): 3 from the list above.
nr | canonical_smiles | NPY-Y1 PAM-ag
35 | CCOc1ccc(N(CC(=O)N2CCC(Cc3ccccc3)CC2)S(C)(=O)=O)cc1 | -12
15 | CCCn1c(=O)c2ccccc2n2c(SCCOc3ccccc3)nnc12 | 6
23 | CC1CCCCN1C/C=C/c1ccccc1[N+](=O)[O-] (stereo not given) | 11

# (list continues)
No.	SMILES	NPY-Y2 PAM-ag	NPY-Y1 PAM-ag	S1P4 antag	S1P4 agonist	NCF1 inh
37	COC(=O)c1cc(C(=O)OC)cc(N2C(=O)CC(NNC(=O)c3ccccc3Cl)C2=O)c1 (stereo not given)	1	8	-15	1.1	3
38	CCCc1c(C)c2cccc(C)c2[nH]c1=O	-4	-38	-7	1.0	-13
39	COc1ccc(N(Cc2cc3cc(OC)ccc3[nH]c2=O)S(C)(=O)=O)cc1	4	17	4	0.8	nt
40	CCCSc1nc2c(cnn2-c2ccc(C)c(C)c2)c(=O)[nH]1	0	-5	-13	2.5	12
41	CCN(Cc1ccccc1)C(=O)Cn1c(=O)oc2ccccc21	0	38	-23	0.9	-6
42	CS(=O)(=O)Nc1nnc(SCC(=O)N(c2ccccc2)c2ccccc2)s1	-9	13	-15	3.1	12
43	CCCCCCc1nc2c(=O)[nH]c3ccccc3c2o1	1	7	-30	0.8	-7
44	NC(=O)C1CCN(C2=C(NS(=O)(=O)c3ccccc3)C(=O)c3ccccc3C2=O)CC1	2	16	2	-0.5	0
45	CN(c1ncc(C(F)(F)F)cc1Cl)N1C(=O)C2ONC3(C(=O)CC(C)(C)CC3=O)C2C1=O (stereo not given)	14	15	-17	2.3	-8
46	CC(O)c1nc2ccccc2n1CCOc1ccccc1 (stereo not given)	21	12	-16	-2.1	1
47	CCOC(=O)CNC(=O)c1sc2nc(C)cc(C)c2c1N	-5	2	-4	-1.1	-3
48	Cc1ccc(OCC(=O)N/N=C/c2cn(Cc3ccccc3)c3ccccc23)cc1	9	-2	-14	-3.1	9

No.	BaF3 parental	Ba/F3 V617F tox	CHOP inhibitor	NPY Y1 blocker
37	1	-1	-15	1
38	0	0	44	2
39	7	2	nt	4
40	6	-4	29	-3
41	0	-1	2	-7
42	0	-7	-4	-5
43	5	1	15	4
44	-2	-1	-17	nt
45	4	-1	68	0
46	0	-3	5	-7
47	3	4	14	-4
48	10	0	33	7

# Next section.
No.	SMILES	NPY-Y2 PAM-ag	NPY-Y1 PAM-ag	S1P4 antag	S1P4 agonist	NCF1 inh
49	CC(=O)NCCn1c(SCc2cc(=O)n3cc(Cl)ccc3n2)nc2ccccc2c1=O	-2	-6	7	1.1	-3
50	CN1CCN(C(=O)c2ccc(-n3cccc3)cc2)CC1	-18	-20	15	0.7	8
51	CN(C(=O)c1ccc2c(=O)n3c(nc2c1)CCCCC3)c1ccccc1Cl	-9	0	-3	1.7	1
52	C=C(C)CNC(=S)N=Nc1c(O)[nH]c2ccc([N+](=O)[O-])cc12	12	16	-33	1.0	16
53	O=C(O)c1ccc(-c2nc(-c3ccccc3)c(-c3ccccc3)[nH]2)cc1	6	-5	-5	-1.1	-10
54	COC(=O)CSc1nc2ccc(C)cc2[nH]1	18	14	-11	0.3	-19
55	Cc1cc(C(=O)CSc2nnc(NCc3ccccc3)s2)c(C)n1C	7	-4	-1	0.1	8
56	CCN(CC)Cc1cc(CCNC(=O)c2ccc(Cl)cc2)ccc1O	0	4	4	0.1	4
57	CC(C)c1nc(SCC(=O)Nc2ccc(N(C)C)cc2)c2ccccc2n1	6	1	-28	0.2	3
58	CC(=O)c1ccc(NC(=O)c2ccc(COc3ccccc3[N+](=O)[O-])o2)cc1	-2	18	-30	-0.6	22
59	Cc1ccccc1C(=O)N1CCN(C(c2ccccc2)c2ccccc2)CC1	9	19	12	0.3	-15
60	Cc1ccc2c(c1)NC(C(C)(C)C)CO2 (stereo not given)	-2	3	-16	0.3	-5

No.	BaF3 parental	Ba/F3 V617F tox	CHOP inhibitor	NPY Y1 blocker
49	5	1	31	0
50	11	6	12	4
51	1	5	-9	nt
52	3	2	58	-5
53	7	5	27	0
54	2	2	0	0
55	0	-5	nt	10
56	4	-1	8	4
57	3	1	-3	-3
58	2	0	53	-7
59	0	0	29	nt
60	1	5	-24	2

# Quoted from above: compounds 49 to 51
No.	SMILES	NPY-Y2 PAM-ag	NPY-Y1 PAM-ag	S1P4 antag	S1P4 agonist	NCF1 inh
49	CC(=O)NCCn1c(SCc2cc(=O)n3cc(Cl)ccc3n2)nc2ccccc2c1=O	-2	-6	7	1.1	-3
50	CN1CCN(C(=O)c2ccc(-n3cccc3)cc2)CC1	-18	-20	15	0.7	8
51	CN(C(=O)c1ccc2c(=O)n3c(nc2c1)CCCCC3)c1ccccc1Cl	-9	0	-3	1.7	1

No.	BaF3 parental	Ba/F3 V617F tox	CHOP inhibitor	NPY Y1 blocker
49	5	1	31	0
50	11	6	12	4
51	1	5	-9	nt

# Screening data from PubChem.
